RmlCD inh mix: RmlC and RmlD coupled enzyme inhibitors, primary screen, biochemical, 384-well, compound mixtures, retest | inhibition, % at 5.5 µM | RmlC/RmlD coupled enzyme inhibition, 384-well mixture HTS | AID 1532, 2009 | hit rate 0.39% among 110,000; in the data active = inhibition above about 30%, passing the limit was not always enough; note: strong numbers were not always called active
HIV RNase H inh: HIV-1 RT RNase H inhibitors, primary screen, biochemical, fluorescence; RT-RNase H RNA/DNA duplex cleavage; inhibition, % at 10 µM; hit rate 1.9% among 65,000; AID 565, 2006; in the data active = inhibition above about 50%
* = called active by the depositor; nt = no result given. Not all compounds are listed; count on the stated rates, not on these rows.

SMILES	RmlCD inh mix	HIV RNase H inh
CCOC(=O)CN1C(=O)C(C)(C)Oc2ccc(C(=O)Nc3ccccc3)cc21	-16	4
CC1=CCC2C(=O)N(c3ccc(Br)cc3C)C(=O)C2C1 (centres undefined)	-5	-13
CCCc1nc2c(s1)CCc1onc(-c3ccc(OC)cc3)c1-2	-8	nt
CCCn1c(SCC(=O)NCc2ccco2)nc2c1c(=O)n(C)c(=O)n2C	-4	-6
CCOc1ccc2cc(C#N)c(SCC(=O)N3CCOCC3)nc2c1	1	-45
c1nc(NC2CCCC2)c2[nH]cnc2n1	-12	-5
Cn1nnnc1SCC(=O)Nc1ccccc1C(=O)NCc1ccccc1	-2	-1
Cc1ccccc1OCCCn1c(=O)sc2ccccc21	-26	nt
CCOC(=O)c1sc(NC(=O)CSc2nnnn2-c2ccccc2)c(C(=O)OCC)c1C	10	4
CCOC(=O)c1cc2sccc2n1CC(=O)Nc1ccc(OC)c(OC)c1	-15	-12
CN(CCNS(=O)(=O)c1ccc2c(c1)oc(=O)n2C)Cc1ccccc1	-213	-21
Cc1ccc(NC(=O)C2CCN(S(C)(=O)=O)CC2)cc1C	3	nt
CC1(C)Cc2cccc(OCC(N)=O)c2O1	-9	nt
Cc1ccc(Sc2ncccc2COC(=O)Nc2ccccc2)cc1	-8	nt
O=C(Nc1nccs1)c1cc2sccc2n1Cc1ccc(Cl)cc1	-1	nt

Other results
SMILES	RmlCD inh mix	HIV RNase H inh
O=C(c1ccccc1)N1CCN(C(=O)N2CCCCC2)CC1	-8	-10
Cc1cc(C(=O)CSc2nnnn2-c2ccccc2)c(C)n1CCc1ccccc1	-1	nt
CCn1nnc(NC(=O)c2cccnc2Cl)n1	-16	nt
Cc1ccc(S(=O)(=O)NCC(=O)OCC(=O)Nc2ncc(Cl)cc2Cl)cc1	-12	9
O=C(c1ccco1)N1CCN(c2ccc(S(=O)(=O)N3CCCC3)cc2)CC1	12	-3
Cc1cc(C)n(CC(O)CN2c3ccccc3Sc3ccccc32)n1 (centres undefined)	-20	-5
c1ccc2c(c1)CC1(CCCC1)n1nnnc1-2	8	-4
COc1ccccc1-c1noc(-c2ccncc2)n1	-13	-25
CCOC(=O)N1CCN(CC(=O)Nc2c(C(=O)OC)[nH]c3cccc(Cl)c23)CC1	10	1
CN=c1oc2ccc(Cl)cc2cc1C(N)=O	-13	-8
CCCCC1=CC2=CC(=O)C(C)(OC(=O)c3ccco3)C(=O)C2=CO1 (centres undefined)	-7	nt
COc1ccc2c(c1)c1nnc(SC)nc1n2C	-1	-13
Cc1cc(N=CC2=C(O)CCCC2=O)no1	nt	-3
Cc1ccc(C(=O)Nc2cccc(C(F)(F)F)c2)cc1NC(=O)c1ccno1	2	nt
Cc1ccccc1-c1nc(-c2ccc(NC(=O)c3cccs3)cc2)no1	2	nt

New compounds follow
SMILES	RmlCD inh mix	HIV RNase H inh
CCOC(=O)N1CCC(N2C(=O)c3ccccc3C2Nc2cccnc2)CC1 (centres undefined)	3	1
COc1cc2cc(Oc3ccc4ccc(=O)oc4c3)c(=O)oc2cc1OC(C)=O	9	nt
CCOC(=O)c1c(C)[nH]c(C(=O)OCC(=O)Nc2cc(C)c(Cl)cc2OC)c1C	-16	nt
COc1ccc2cnn(-c3ccccc3)c(=O)c2c1OC	-23	-7
Cc1ccc2oc(=O)c3cnn(CC(=O)NCCc4ccsc4)c3c2c1	6	-5
C=C1c2cc(CC)ccc2NC(=O)N1c1ccc(C)cc1	-11	-4
CCc1ccccc1-n1cnc2cc(C(=O)O)ccc21	1	3
COc1ccc(S(=O)(=O)n2nc(OC(=O)c3c(-c4ccccc4Cl)noc3C)cc2N)cc1	5	-2
CCCCCn1c(=O)[nH]c2cc(C(=O)NCc3ccc4c(c3)OCO4)ccc2c1=O	9	42
CCc1ccc2ncc(C(=O)c3ccccc3)c(N3CCOCC3)c2c1	6	nt
COc1ncccc1-c1nnn(-c2ccccc2Br)n1	0	nt
O=C(Nc1ncc2c(n1)CC(c1ccccc1)CC2=O)c1ccco1 (centres undefined)	-13	-4
CN(C)CCNC(=O)CCCNC(=O)Cn1cnc2sc3c(c2c1=O)CCCC3	-6	nt
O=C(Nc1ccccc1)/C(=C\c1ccncc1)NC(=O)c1ccccc1	9	nt
CCCC(O)(CCC)C(=O)NNc1ccccc1	6	nt

Two entries from above, with values under each structure:
Fields – RmlCD inh mix	HIV RNase H inh
- COc1ccc(S(=O)(=O)n2nc(OC(=O)c3c(-c4ccccc4Cl)noc3C)cc2N)cc1
→ 5	-2
- CCCCCn1c(=O)[nH]c2cc(C(=O)NCc3ccc4c(c3)OCO4)ccc2c1=O
→ 9	42

Next part
SMILES	RmlCD inh mix	HIV RNase H inh
CS(=O)(=O)N(CC(=O)NCc1ccncc1)c1ccc(Cl)c(Cl)c1	-4	nt
FC(F)(F)c1cccc(CNc2ncccc2-c2nc3cc(Cl)ccc3o2)c1	-106	nt
Cc1cccc(OCCCCCn2ccnc2)c1C	165	-32
CCC(C)NS(=O)(=O)c1ccc(S(=O)(=O)N(CC(=O)Nc2ccccc2)Cc2ccco2)cc1 (centres undefined)	12	nt
CC(C)c1nnc(NC(=O)CCC(=O)NCc2cccs2)s1	-11	nt
CN(C(=O)c1ccco1)c1nnc(C23CC4CC(CC(C4)C2)C3)s1	-7	-2
COc1ccc(-c2nc(N)n(C(=O)Cc3ccccc3)n2)cc1	4	nt
CC1(C)CC(=O)C=C(NC2CCCCCC2)C1	-10	8
O=C(c1c(Cl)cccc1Cl)N1CCCCCC1	-16	5
CCc1nc2c(oc3ccccc32)c(=O)[nH]1	4	nt
COC(=O)C1=C(C)Nc2nnnn2C1c1cccs1 (centres undefined)	2	-8
COC(=O)c1[nH]c2cc(C)ccc2c1NC(=O)CN1CCCc2ccccc21	-16	-4
COc1ccccc1Nc1nnc(SCC(=O)N2CCCC2)s1	-5	18
CC1CCN(C(=O)CSc2nnc(-c3ccncc3)n2C)CC1	-11	nt
C/C(N)=C(/C#N)C(=O)CSc1nnc(Cc2ccccc2F)n1N	-16	3

The list continues.
SMILES	RmlCD inh mix	HIV RNase H inh
CCOC(OCC)P(=O)(C(C)C)C(C)C	-6	-2
CC(C)CNS(=O)(=O)c1ccc(OCC(=O)Nc2ccc(F)cc2F)cc1	-12	nt
CC(=O)Nc1ccc(S(=O)(=O)NCc2csc(C)n2)cc1	-1	-8
Cc1ccc(CCNC(=O)C23CN(Cc4ccccc4)CC2C(c2ccc([N+](=O)[O-])cc2)=NO3)cc1 (centres undefined)	-11	nt
Cc1nnc(SCc2nc(N)nc(Nc3ccccc3)n2)s1	-7	nt
COc1ccc(C(C)=O)cc1CSc1nnc(-c2ccc(Cl)cc2)n1-c1ccccc1	-7	nt
CC(C(=O)Nc1ccc(Br)cc1C(=O)c1ccccc1)N1CCCCC1 (centres undefined)	-5	nt
COc1cccc(CNc2cccc3cccnc23)c1O	-15	-34
Cn1c(SCc2ccc(C#N)cc2)nnc1-c1ccccc1	7	-1
Cc1cc(C)n(-c2nnc(C)n2NS(C)(=O)=O)n1	-10	-11
Cc1cc(C)n(CC(=O)c2ccc(Br)cc2)c(=O)c1C#N	10	nt
O=C(c1cccn2c(=O)c3cc(Cl)ccc3nc12)N1CCN(Cc2ccc3c(c2)OCO3)CC1	nt	-22
Cc1ccc(CN2C(=O)CCC2C(=O)NCC2CCCO2)cc1 (centres undefined)	4	-1
COc1ccccc1N1CCN(C(=O)CCn2c(=O)[nH]c3ccsc3c2=O)CC1	11	-3
CCC1CCCCN1C(=O)CSc1nnc(-c2cccc(Cl)c2)o1 (centres undefined)	-14	1

(listing goes on)
SMILES	RmlCD inh mix	HIV RNase H inh
Cn1c(=O)c2c(nc(N3CCN(Cc4ccccc4)CC3)n2CCCc2ccccc2)n(C)c1=O	-16	5
CCN(CC)CCCn1c(C)cc2c(c1=O)C(c1ccc(OC)c(OC)c1OC)C(C#N)=C(N)O2 (centres undefined)	-5	8
COc1cccc(NC(=O)CSc2nnc(-c3ccc(C)cc3)o2)c1	5	8
Cc1cccc(N2CCN(C(=O)Cn3cccc3C(=O)c3ccccc3)CC2)c1C	10	nt
CCOC(=O)CC(=O)CSc1ccc2nnc(-c3ccc(F)cc3)n2n1	-6	-5
Cc1cc[n+](-c2nc3ccccc3nc2C(=C=[N-])C#N)cc1	2	nt
O=C(Nc1ccccc1)c1ccc(-c2ccccc2Cl)o1	9	nt
Cc1nc2ccc(NC(=O)c3ccc(F)c(S(=O)(=O)N4CCOCC4)c3)cc2s1	0	nt
CCOC(=O)C1=C(N)Oc2ccc3ccccc3c2C1c1cccnc1 (centres undefined)	3	nt
CCCCN(CC)C(=O)Cn1c(=O)sc2ccccc21	-21	nt
COc1ccccc1-n1c(C)nnc1SCC(=O)Nc1cc(C)cc(C)c1	22	-17
O=C(Cn1cnc2c(nnn2Cc2ccc(Cl)cc2)c1=O)NCC1CCCO1 (centres undefined)	-10	0
CCOC(=O)Cn1cnc([N+](=O)[O-])n1	8	nt
CCN(CC)CC(=O)Nc1c(C)cc(C(C)(C)C)cc1C	2	0
COc1ccc(-c2nnc(SCC(=O)Nc3cc(F)ccc3C)o2)cc1	13	-42
CC[C@H](C)/C=C/C1=CC2=C(Cl)C(=O)[C@@]3(C)OC(=O)C(C(=O)[C@H](C)[C@@H](C)O)=C3C2=CO1	-10	nt
Cc1ccc(N2CC(C(=O)Nc3ccc4c(c3)OCO4)CC2=O)cc1 (centres undefined)	-3	3
CCC1=C2CC[C@H]3C(=O)N(CC)C(=O)[C@H]3[C@H]2[C@@]2(Cc3ccccc3)C(=NCCOC)OC(=O)N2C1=O	-7	nt
C=CCn1c(O)c(C(CC)=Nc2ccc(N(CC)CC)cc2)c(=O)[nH]c1=O	3	-6
CCNCCOC(c1ccccc1)c1ccccc1	4	nt

Next compounds:
SMILES	RmlCD inh mix	HIV RNase H inh
Cn1c(SCC(=O)NNC(=O)Cc2ccccc2)nnc1-c1ccc(Cl)cc1	-1	nt
COc1ccc(NC(=O)CN2C(=O)c3cccc4cccc2c34)cc1OC	-1	nt
CCOc1ccc(CCNC(=O)CCc2c(C)nc3ncnn3c2C)cc1OCC	-9	nt
O=C(Nc1nnc(C2CC2)s1)c1ccccn1	4	nt
O=C(Cc1cccs1)Nc1ccc(NC(=O)c2ccco2)cc1	5	-3
CC1(C)CC(=O)c2cc(C(=O)N3CCCC(C)(C)C3)c(=O)n(-c3ccccc3)c2C1	-11	4
O=C(CSc1cccc[n+]1[O-])c1cc2ccccc2o1	nt	10
CCOc1ccccc1NC(=O)N1CCC(NC(=O)c2cccc(C)c2)CC1	-8	77*
O=C(NC1CCCCC1)n1c(=O)oc2ccc(Cl)cc21	14	-7
CN1CCN(CC(=O)N2c3ccccc3C(C)(c3ccccc3)CC2(C)C)CC1 (centres undefined)	4	-4
CCCn1c(=O)[nH]c(=O)c2c1nc(-c1ccc(OC(F)F)cc1)n2CCN1CCOCC1	7	nt
N#Cc1sc2nc(-c3ccccc3)cc(-c3ccco3)c2c1N	5	95*
Cc1ccc2nc(NC(=O)c3ccc(Cl)s3)sc2c1	-19	36
C=CCc1ccc(O)c(-c2ccc(O)c(CC=C)c2)c1	-12	nt
COc1cc(/C=C2/C(=N)N3OC(C)=CC3=NC2=O)ccc1OCCOc1ccc(C)cc1	20	nt
O=C(O)CCCCCNCc1ccncc1	10	6
CC(C)c1ccc(C(=O)Nc2ccc(N3CCOCC3)cc2)cc1	nt	-2
CC(=O)NC(CC(=O)Nc1ccc(S(=O)(=O)N2CCCCC2)cc1)c1ccccc1 (centres undefined)	-19	nt
CCn1c(SCC(=O)NC(C)(C)C)nnc1-c1ccoc1C	17	nt
CCOc1ccccc1C(=O)Nc1nncs1	6	-10

Looked up one by one from the entries so far, 7 records:
SMILES	RmlCD inh mix	HIV RNase H inh
Cn1c(SCC(=O)NNC(=O)Cc2ccccc2)nnc1-c1ccc(Cl)cc1	-1	nt
Cc1ccc2nc(NC(=O)c3ccc(Cl)s3)sc2c1	-19	36
O=C(CSc1cccc[n+]1[O-])c1cc2ccccc2o1	nt	10
N#Cc1sc2nc(-c3ccccc3)cc(-c3ccco3)c2c1N	5	95*
CN1CCN(CC(=O)N2c3ccccc3C(C)(c3ccccc3)CC2(C)C)CC1 (centres undefined)	4	-4
COc1ccc(NC(=O)CN2C(=O)c3cccc4cccc2c34)cc1OC	-1	nt
CCCn1c(=O)[nH]c(=O)c2c1nc(-c1ccc(OC(F)F)cc1)n2CCN1CCOCC1	7	nt

The list goes on:
SMILES	RmlCD inh mix	HIV RNase H inh
O=C(CSc1nc2ccccc2s1)Nn1cnnc1	13	-4
CCOC(=O)C1CCN(c2c(C(=O)c3ccccc3)cnc3ccc(CC)cc23)CC1	-10	nt
Cc1ccc(C(C)C)c(OCc2nnc(SCC(=O)Nc3ncc(C)s3)n2C)c1	-23	16
CC1Cc2ccccc2N1C(=O)CSc1nnc(Cn2nnc3ccccc32)n1C (centres undefined)	-6	-7
CC1=C(C(N)=O)C(c2ccccn2)n2nc(SCc3ccccc3)nc2N1 (centres undefined)	-7	-2
O=c1c2c3c(sc2nc2n1CCCC2)CCCC3	5	nt
CC(=O)NC(CCS(C)(=O)=O)C(=O)Nc1ccc(F)cc1Cl (centres undefined)	nt	-3
Cc1nn(-c2ccccc2)c(C)c1C(=O)OCC(=O)Nc1ccc2c(c1)OCO2	10	1
COc1cccc(CCC(=O)O)c1OC	13	-4
COc1cc2c(cc1OC)-c1nnc(C)n1C(C)(C)C2	-13	-10
CNC(=S)N1N=C(c2ccc(C)cc2)CC1c1ccc(Br)cc1 (centres undefined)	6	nt
CCOCCN(C=O)c1cccc(OC)c1	-6	-6
O=C(CSc1nc2c(c(=O)n1-c1ccc(Cl)cc1)SCC2)Nc1nccs1	-10	6
COc1ccc(-c2nnc(SCC(=O)NCc3cccs3)n2C)cc1	15	nt
COCCCNCCOCCOc1c(OC)cccc1OC	-7	-11
Cc1nc(CNS(=O)(=O)c2cccc(F)c2)cs1	6	-31
Cc1cc(N2CCOCC2)c2c(N)c(C)cc(C)c2n1	3	-9

Source: PubChem BioAssay (several laboratories)
